Screening data (PubChem)
Nrf2 ARE act – activators of Nrf2 (ARE) signaling. AREc32 ARE-luciferase reporter (MCF7-derived line), luminescence, 24 h. Potency, µM (top dose mostly 46.1 µM), for the others: at the highest dose activation, usual class: activators. 410,000 compounds, 0.31% hits; further: potency means the concentration at half of the fitted maximal effect; % of control where 0% means no effect; nearly all actives have a fitted effect of over 65% in size
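Luminescent ARE reporter assay in AREc32_Fluc cells: overnight plating at 37 deg C, 24 hr compound incubation, Steady-Glo added, 30 min RT before reading.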
IL-1B inflam inh – inhibitors of inflammasome signaling (IL-1 beta secretion). THP-1 LPS/ATP IL-1B secretion, AlphaLISA, 16 h; hits give low values. activity change, % at 57.5 µM. 360,000 compounds, 4.7% hits. AID 743279; in the data active means activity change below about -50%; inconclusive means mostly about -30% to -49%; further: on the % scale 0 is the no-effect control and ±100 the full control effect
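Secreted IL-1B measured by AlphaLISA bead assay after 16 h compound exposure of THP-1 cells; compounds (final up to 57.5 uM) added 1 h before LPS (250 ng/mL) and ATP (1.25 mM) stimulation; lower signal means less secretion.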
MCF10A rereplic – DNA re-replication induction in MCF 10a cells. MCF 10A DNA re-replication, Hoechst nuclear intensity, 48 h. Potency, µM (series often up to 46.1 µM), inactives show at the top dose activity, positive = re-replication, hits mostly activators. 350,000 compounds, 2.9% hits. AID 624296; further: potency means the concentration at half of the fitted maximal effect; % of control where 0% means no effect; nearly all actives have a fitted effect of over 50% in size
A549 viability – counter-screen for Nrf2 inhibitors: cytotoxicity in A549 cells. Potency, µM (doses to about 46 µM), inactives show top-dose activity change, negative = cytotoxicity, usual class: inhibitors. A549 ARE-Fluc cells, CellTiter-Fluor viability, 18-24 h. AID 504648. 390,000 compounds, 0.16% hits; further: potency means the concentration at half of the fitted maximal effect; on the % scale 0 is the no-effect control and ±100 the full control effect
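A549 ARE-Fluc cells in 5% FBS OPTI-MEM, 5000 cells/well, rested 2 h then exposed to compounds in concentration-response for 18-24 h at 37 °C. Viability by CellTiter-Fluor fluorescence (Ex 405/Em 525) after 30 min; luciferase luminescence (BugLite, 15 min, RT) read afterwards.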
Nrf2 inh – blocks Nrf2 signaling. Potency, µM (top dose mostly 46 µM), without a hit: top-dose activity change, negative = inhibition, usual class: inhibitors. A549 ARE-Fluc reporter, luciferase luminescence, 18-24 h. 360,000 compounds, 2.1% hits; further: potency means the concentration at half of the fitted maximal effect; on the % scale 0 is the no-effect control and ±100 the full control effect; nearly all actives have a fitted effect of over 60% in size
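Nrf2 activity is the BugLite luminescence, read 15 min after reagent at room temperature, following CellTiter-Fluor cytotoxicity readout (30 min, 37C). Compound titrations were applied for 18-24 h to 5000 A549 ARE_Fluc cells/well in 5% FBS OPTI-MEM.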
ATXN2 expr inh – inhibitors of ATXN2 expression. HEK-293 ATXN2-luciferase reporter, luminescence, 24 h. Potency, µM (series often up to 57 µM), for the others: at the top dose activity change, negative = inhibition, most hits filed as inhibitors. 360,000 compounds, 0.72% hits; further: potency means the concentration at half of the fitted maximal effect; on the % scale 0 is the no-effect control and ±100 the full control effect; nearly all actives have a fitted effect of over 55% in size
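qHTS (up to 57 uM final) was run with 24 h compound exposure of reporter cells at 37 °C. Each well was multiplexed: SteadyGlo luminescence measured ATXN2-luciferase expression after a fluorogenic Gly-Phe-AFC viability readout (25 uM final).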
HepG2 tox – kills HepG2 cells in TGF-b inhibitor counter-screen; HepG2 CAGA-GFP viability, ATP luminescence, 18 h; Potency, µM (top dose mostly 46.1 µM), for inactives: top-dose activity change, negative = cytotoxicity, usual class: cytotoxic; AID 588856; 410,000 compounds, 0.76% hits; further: potency means the concentration at half of the fitted maximal effect; some results filed as inactive show a strong effect at the top dose
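HepG2 CAGA-GFP cells (1000/well, DMEM with 1% FBS) received compound, then TGF-beta at 500 pg/mL final, and were incubated 18 hours at 37 degrees C. Viability was read by CellTiter-Glo luminescence. Media-only wells were set as complete cell-killing and DMSO as no toxicity.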
TGFb SMAD3 inh – TGF-b pathway inhibition. HepG2 CAGA-GFP TGF-b/SMAD3 reporter, GFP fluorescence, 18 h; TGF-beta stimulated, 500 pg/mL final. 410,000 compounds, 1.2% hits. Potency, µM (series often up to 46.1 µM), inactives show at the top dose activity, negative = inhibition, usual class: inhibitors; further: potency means the concentration at half of the fitted maximal effect; on the % scale 0 is the no-effect control and ±100 the full control effect; nearly all actives have a fitted effect of over 65% in size
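HEPG2 CAGA-GFP, 1000 cells/well; 2 h settle, 37 C; cpd via pin tool; TGF-b 500 pg/mL final; 18 h, 37 C; GFP imaging ex488/em500-530; %Activity normalised to -TGF-b and +DMSO controls; CRC fit, curve class.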
ATXN viability – cell viability loss in ATXN counter-screen; AID 651635; 400,000 compounds, 0.49% hits; Potency, µM (series often up to 56.7 µM), hits mostly cytotoxic; S2 cells (HEK-293 line with an ATXN2-luciferase reporter) viability, CellTiter-Fluor protease fluorescence, 24 h; further: potency means the concentration at half of the fitted maximal effect; nearly all actives have a fitted effect of over 40% in size
Numbers without * were called inactive; i = inactive; u = inconclusive; x = not tested or not shown; & = joins results of further samples; [ ] = dose if it differs, or a comment. Unless noted, the call rests on the fitted dose curve; in most records, active means well fitted curve in the direction sought with a large enough effect; inconclusive means small, poorly fitted or top-dose-only effect, or another doubt; inactive means no such curve, though single readings can be large; an effect the other way counts as inactive or inconclusive.

SMILES	Nrf2 ARE act	IL-1B inflam inh	MCF10A rereplic	A549 viability	Nrf2 inh	ATXN2 expr inh	HepG2 tox	TGFb SMAD3 inh	ATXN viability
CCCN1C/C(=C/c2ccc3c(c2)OCO3)C(=O)/C(=C/c2ccc3c(c2)OCO3)C1	2.4%	1	u	-1%	-27%	u	-6%	11%	u
CCOC(=O)c1cc(-c2ccccc2)sc1N	21%	u	11%	-6%	u	90%[activator]	7%	13%	i
COc1ccccc1Nc1ncnc2ccccc12	0.0%	19	-1%	-1%	11%	38%	12%	1%	i
CCn1c(SCC(=O)Nc2ncc(C(F)(F)F)cc2Cl)nnc1-c1ccccc1	-0.5%	31	-1%	2%	-17%	x	-6%	-6%	i
CCN(C(=O)CN1CCN(c2cccc(C(F)(F)F)c2)CC1)c1c(N)n(Cc2ccccc2)c(=O)[nH]c1=O	1.9%	27	2%	1%	u	x	-1%	3%	i
CCc1nn(CC(=O)NCCCN(CC)CC)c(=O)c2cc3sc(C)cc3n12	-0.6%&4.7%	u	-3%	-1%&0%	6%&6%	6%	-2%&-18%	2%	i
COC(=O)CCCNc1ncccc1[N+](=O)[O-]	-0.2%	18	-4%	-12%	-10%	14%[11.3 µM]	16%	-5%	i
Cc1ccc2c(c1)c(C)c(C)n2CC(O)CN1CCCCC1C (stereo not given)	4.5%	x	-1%	2%	2%	-17%	-19%	0%	u
Cc1ccc(C(NC(=O)/C=C\c2ccc3c(c2)OCO3)C(=O)Nc2ccc3c(c2)OCO3)cc1 (stereo not given)	-0.7%	-6	18%	4%	3%	-7%	-17%	5%	i
O=C(N/N=C/c1cccc(OCC(=O)N2CCCC2)c1)C(=O)Nc1ccccc1F	0.1%	-8	8%	1%	0%	-9%	2%	-1%	i
COc1c(O)cc(O)c2c(=O)cc(-c3ccccc3)oc12	7.2%	u	16µM*	2%	-10%	21%	-49%	u	i
CC1=C(C(=O)NCc2ccccc2)C(c2ccccc2OCC(N)=O)NC(=O)N1 (stereo not given)	-0.8%	6	-3%	-8%	3%	4%	3%	-10%	i
Cc1cc(OCC(=O)NCCCn2ccnc2)c2c(C)cc(=O)oc2c1	-0.2%	10	u	1%	-6%	12%	-25%	24%	i
Cc1oc2cc(O)ccc2c(=O)c1Oc1ccc2ccccc2c1	-0.6%	4	1%	-4%	-8%	x	7%	-3%	x
Cn1c(SC2C(=O)CC(C)(C)CC2=O)nnc1-c1ccco1	0.1%	5	0%	-9%	1%	-2%	14%	20%	i
CC(=NCc1ccco1)c1c(C(F)(F)F)[nH]n(-c2nc3ccccc3s2)c1=O	2.9%	2	3%	3%	1%	33%[activator]	-70%	-12%	i
O=C(c1cccc(S(=O)(=O)N2CCOCC2)c1)N(CCO)Cc1ccccc1	0.3%	-13	2%	4%	1%	2%	-11%	-1%	i
CCCCCCSc1ccc(-c2nc3ccc(C)cn3c2NC2CCCCC2)cc1	0.4%	-20	u	-3%	5%	-1%	-12%	-16%	i
COc1ccc(S(=O)(=O)NCCSCc2ccco2)cc1	1.6%	-6	1%	-11%	-14%	-14%	-38%	4%	i
O=C(CSc1nccn1-c1ccc(Cl)cc1)Nc1ccc(Cl)c(Cl)c1	-0.3%	x	x	-9%	x	x	4%	-4%	x
COC(=O)c1cc(OC)c(OC)cc1NC(=O)c1ccc(C)o1	2.6%	-29	28%	-3%	-7%	-15%	-7%	u	u
COc1cccc(CN(CC(=O)NC2CCCC2)C(=O)Cn2nnc(-c3cccs3)n2)c1	-0.3%	11	2%	-5%	u	5%	-3%	-1%	i
COc1cccc(C(C(=O)NC2CCCC2)N(C(=O)c2ccco2)c2ccc(-n3cnnn3)c(C)c2)c1OC (stereo not given)	3.3%	-6	-3%	2%	10%	-3%	-2%	4%	i
O=C(Nc1nnc([C@@H]2C[C@H](O)[C@@H](CO)O2)s1)NC(c1ccccc1)c1ccccc1	-0.6%	10	x	x	x	3%	-14%	1%	i
COc1ccc(NC(=O)Cn2ncc(Cl)c(Cl)c2=O)cc1S(=O)(=O)N1CCOCC1	u	-54*	4.1µM*	5%	18%	u	5%	u	u
Cc1ccccc1NS(=O)(=O)c1ccc(C(=O)OCC(=O)NCC(C)C)cc1	-0.2%	12	1%	-3%	2%	6%	0%	-2%	i
COCCNC(=O)c1ccc(N2CC3CC(C2)c2cccc(=O)n2C3)c(NC(=O)c2ccc(C(C)(C)C)cc2)c1 (stereo not given)	0.1%	-14	x	x	x	x	-5%	-11%	i
Cn1c(=O)n(C)c2cc(CNCc3ccc(F)cc3)ccc21	-0.1%	x	x	-8%	-5%	9%	-4%	-2%	i
Fc1cccc(Cn2cc(C(=S)N3CCOCC3)c3ccccc32)c1	-1.2%	3	6%	8%	-28%	-6%	5%	-6%	i
O=C1c2[nH]nc(-c3ccccc3O)c2C(c2cccc(OCc3ccccc3)c2)N1CCO (stereo not given)	-0.2%	x	x	2%	13%	x	-4%	-6%	x

Records above marked active in IL-1B inflam inh.
structure | Nrf2 ARE act | IL-1B inflam inh
COc1ccc(NC(=O)Cn2ncc(Cl)c(Cl)c2=O)cc1S(=O)(=O)N1CCOCC1 | u | -54*

(listing goes on)
SMILES	Nrf2 ARE act	IL-1B inflam inh	MCF10A rereplic	A549 viability	Nrf2 inh	ATXN2 expr inh	HepG2 tox	TGFb SMAD3 inh	ATXN viability
COC(=O)c1cc2sc(Cl)cc2n1Cc1cc(C)ccc1C	-1.0%	x	x	4%	4%	0%	-5%	0%	i
CN(C)S(=O)(=O)N1CCC(Oc2ccc(C(=O)NC3CCOC(C)(C)C3)cc2)CC1 (stereo not given)	0.0%	15	-1%	0%	3%	-6%	-2%	2%	i
COCc1nc2ccccc2n1CCCOc1ccccc1	-0.4%	16	5%	-3%	x	32%	-1%	-3%	i
Cc1ccc(S(=O)(=O)Nc2cc3c(C(=O)O)c(C)oc3c3ccccc23)c(C)c1	-0.2%	2	u	7%	-13%	-29%	6%	5%	i
CC1(C)CC(=O)C=C(c2ccc3ccccc3c2)C1	0.3%	-2	8%	3%	12%	5%	0%	12%	i
CCC(C(=O)OCC(=O)Nc1ccc(C)c(S(=O)(=O)N2CCOCC2)c1)c1ccccc1 (stereo not given)	-0.3%	-1	11%	18%	14%	-12%	-10%	5%	i
Cc1ccc2[nH]c(C(=O)Nc3ccccc3)cc2c1	-0.1%	x	x	-2%	u	6%	-1%	-1%	u
CCN1CCCc2cc(CN(CCN3CCOCC3)C(=S)Nc3ccc(C)cc3)ccc21	2.4%	4	u	3%	u	u	-26%	-12%	i
Cc1ccc(NC(=O)Nc2nnc(Cc3ccc([N+](=O)[O-])cc3)s2)cc1C	1.9%	18	u	-6%	u	-1%	0%	u	i
C1=CCC(/C=N/n2cnnc2)CC1 (stereo not given)	0.0%	3	1%	-12%	28%	3%	-1%	u	i

Entries from the list above that contain an NH in an aromatic ring:
SMILES	Nrf2 ARE act	IL-1B inflam inh	MCF10A rereplic	A549 viability	Nrf2 inh	ATXN2 expr inh	HepG2 tox	TGFb SMAD3 inh	ATXN viability
CCN(C(=O)CN1CCN(c2cccc(C(F)(F)F)c2)CC1)c1c(N)n(Cc2ccccc2)c(=O)[nH]c1=O	1.9%	27	2%	1%	u	x	-1%	3%	i
CC(=NCc1ccco1)c1c(C(F)(F)F)[nH]n(-c2nc3ccccc3s2)c1=O	2.9%	2	3%	3%	1%	33%[activator]	-70%	-12%	i
O=C1c2[nH]nc(-c3ccccc3O)c2C(c2cccc(OCc3ccccc3)c2)N1CCO (stereo not given)	-0.2%	x	x	2%	13%	x	-4%	-6%	x
Cc1ccc2[nH]c(C(=O)Nc3ccccc3)cc2c1	-0.1%	x	x	-2%	u	6%	-1%	-1%	u

Carrying on.
SMILES	Nrf2 ARE act	IL-1B inflam inh	MCF10A rereplic	A549 viability	Nrf2 inh	ATXN2 expr inh	HepG2 tox	TGFb SMAD3 inh	ATXN viability
C=CCn1c(SCC(=O)Nc2ccc(N(C)C)cc2)nnc1-c1cccc(C)c1	3.3%	0	u	-1%	x	7%	-17%	u	i
COCC(=O)Nc1nnc(COc2ccc(Cl)cc2)s1	0.4%	-1	-9%	-10%	-8%	28%	-16%	0%	i
COc1ccc(C(=O)Nc2cc(C)c(NC(=O)c3ccccc3OC)cn2)cc1	0.4%	-23	u	-16%	-20%	u	-8%	-5%	u
COCCNC(=S)N/N=C(\C)c1ccc(Cl)c(Cl)c1Cl	6.8%	19	-6%	7%	8%	-24%	8%	u	i
CCCc1nc2sc3c(c2c(=O)n1NC(=O)CCCl)CCCC3	u	-97*	u	-20%	12µM*	u	2%	u	i
O=C(NC1CCCCC1)N1CCN(Cc2nc3ccccc3c(=O)[nH]2)CC1	0.4%	11	0%	2%	4%	6%	-19%	2%	i
CCOc1ccc(N2C(=O)CC(SCCN)C2=O)cc1 (stereo not given)	-0.1%	u	-188%[0.0737 µM]	-4%	27%	-9%	-18%	6%	i
COc1ccc(CCC(=O)Nc2cc(S(=O)(=O)N3CCOCC3)ccc2OC(C)C)cc1	-0.3%	-25	8%	-9%	4%	10%	-16%	8%	i
CCn1c(=O)c(-c2ccccc2)c(O)c2ccccc21	-0.2%	11	-2%	-12%	1%	-4%	-2%	0%	i
O=C(CCNC(=O)c1ccccc1Cl)OCC(=O)c1ccccc1	-0.8%	15	-30%	0%	-2%	6%	9%	1%	i
COc1cc(NC(=O)c2cccs2)c(OC)cc1NC(=O)c1cccs1	8.8%	3	11%	-2%	-14%	-4%	-4%	13%	i
